Screening data (PubChem)
CIT2 TOR yeast: yeast TOR pathway CIT2-GFP modulation | 0.065% of 320,000 active | GFP response vs DMSO, % at 10 µM | S. cerevisiae CIT2-GFP strain, flow cytometry, 3 h; 100 means same as DMSO wells;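 active = GFP response relative to DMSO above a set limit, near the screen mean plus 3 SD, cut at about 150% in these data; inconclusive = Fewer than 70 cells measured for a yeast strain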;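 note: ratio of well median GFP fluorescence to mean of DMSO wells on the plate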
MEP2-GFP yeast: yeast TOR pathway MEP2-GFP modulation; S. cerevisiae MEP2-GFP strain, flow cytometry GFP, 3 h; 100% = DMSO control level; GFP response vs DMSO, % at 10 µM; 0.51% of 330,000 active;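 active = GFP response versus DMSO above a set limit, roughly screen mean plus 3 SD, cut at about 180% in these data; inconclusive = fewer than 70 cells counted for a yeast strain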;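 note: median GFP fluorescence of the barcode-gated MEP2-GFP cells per well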
proCasp7 act: activates human procaspase-7, counter-screen for procaspase-3 activators | P55210 | 0.093% of 330,000 active | recombinant procaspase-7, Ac-DEVD-pNA absorbance 405 nm; D23A/D198A/D206A triple mutant, cannot self-cleave; scale: DMSO 0, 5 µM enzyme 100 | activation, % at 8.5 µM;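 active = percent activation above the screen-wide mean plus 3 SD, cut at about 25% in these data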
Target sequence (P55210 whole entry D23A/D198A/D206A): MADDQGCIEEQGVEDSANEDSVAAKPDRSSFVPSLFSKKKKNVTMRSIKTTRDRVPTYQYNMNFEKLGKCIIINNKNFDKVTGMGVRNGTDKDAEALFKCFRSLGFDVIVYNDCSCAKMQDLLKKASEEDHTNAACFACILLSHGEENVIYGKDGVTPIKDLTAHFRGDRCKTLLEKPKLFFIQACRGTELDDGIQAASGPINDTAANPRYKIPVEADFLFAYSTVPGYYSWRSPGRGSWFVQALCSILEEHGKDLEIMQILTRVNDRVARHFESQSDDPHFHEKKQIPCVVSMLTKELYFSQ
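Assay system: Uncleavable procaspase-7 mutant enzyme | Input: 2 µM procaspase-7 mutant as dispensed | Timing: 1 h compound preincubation, 2 h substrate cleavage, 25 °C | Repeats: One well per compound | Control set: DMSO wells as 0%, DMSO with 5 µM added PC-7 as 100% | Technique: Epi-absorbance of released pNA at 405 nm, two timepoints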
proCasp3 act: procaspase-3 (human) activation | activation, % at 8.5 µM | AID 463141 | 0.11% of 330,000 active | recombinant procaspase-3 D3A, Ac-DEVD-pNA absorbance 405 nm | P42574;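 active = activation above the mean of all tested compounds plus 3 SD, cut at about 21% in these data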;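 note: 0% = DMSO alone and 100% = DMSO wells spiked with extra 5 µM PC-3 D3A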
Target sequence (P42574 whole entry D9A/D28A/D175A): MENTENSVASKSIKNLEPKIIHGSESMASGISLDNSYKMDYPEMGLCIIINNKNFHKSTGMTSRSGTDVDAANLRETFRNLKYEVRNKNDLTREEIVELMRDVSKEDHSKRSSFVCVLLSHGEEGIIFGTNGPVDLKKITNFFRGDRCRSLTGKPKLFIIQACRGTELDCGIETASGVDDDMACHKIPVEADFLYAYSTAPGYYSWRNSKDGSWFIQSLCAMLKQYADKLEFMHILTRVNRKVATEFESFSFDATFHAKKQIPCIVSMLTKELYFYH
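System: Procaspase-3 D3A mutant. Medium: Zinc-free 300 mM NaCl, 50 mM HEPES, 0.01% Triton X-100. Schedule: 1 h preincubation plus 2 h reaction at 25 °C. Measured by: 405 nm absorbance of p-nitroaniline, reads at 0 and 120 min. Read-out: percent activation relative to control range.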
AHR activator: activates the human aryl hydrocarbon receptor; AHR-responsive luciferase reporter cells, luminescence; activation, % at 5 µM; 2.5% of 320,000 active; in the data active = activation above about 47%;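 note: 0% = vehicle wells and 100% = reference agonist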
LAP4-GFP MLPCN: yeast TOR pathway LAP4-GFP modulation; S. cerevisiae LAP4-GFP multiplex, flow cytometry GFP, 3 h; median GFP as percent of DMSO wells; GFP response vs DMSO, % at 10 µM; 0.34% of 320,000 active; AID 2023;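 active = GFP response vs DMSO above a set limit, about the screen mean plus 3 SD, cut at about 150% in these data; inconclusive = under 70 cell events counted for the yeast strain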
AGP1-GFP MLPCN: modulators of TOR pathway AGP1-GFP in S. cerevisiae. GFP response vs DMSO, % at 10 µM. S. cerevisiae AGP1-GFP multiplex flow cytometry, 3 h; GFP as percent of DMSO wells. 0.02% of 320,000 active;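 active = GFP response relative to DMSO above a set limit, near screen average plus 3 SD, cut at about 150% in these data; inconclusive = fewer than 70 cells counted for the yeast strain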;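 note: median GFP channel fluorescence of the gated AGP1 strain per well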
RPL19A TOR yeast: alters RPL19A-GFP fluorescence in TOR pathway yeast screen | percent response vs DMSO, % at 10 µM | 0.3% of 330,000 active | S. cerevisiae RPL19A-GFP strain, flow cytometry, 3 h; hits give low values;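 active = percent response vs DMSO below 50%; inconclusive = fewer than 70 events counted for the yeast strain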;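 note: median channel GFP fluorescence of the barcoded RPL19A-GFP strain; ratio of sample median GFP to plate DMSO average so 100% = DMSO; lower means less RPL19A-GFP as with rapamycin TOR inhibition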
* = called active by the depositor; ? = inconclusive; . = not tested or not shown.

mol | CIT2 TOR yeast | MEP2-GFP yeast | proCasp7 act | proCasp3 act | AHR activator | LAP4-GFP MLPCN | AGP1-GFP MLPCN | RPL19A TOR yeast
COC(=O)C(F)(Sc1c(C)n(C)n(-c2ccccc2)c1=O)C(F)(F)F (stereo not drawn) | 92 | 104 | 5 | -5 | 1 | 94 | 98 | 94
CCCCN(C(=O)c1oc2ccc(OCC)cc2c1C)c1c(N)n(CCCC)c(=O)[nH]c1=O | 96 | 93 | -2 | -11 | 0 | 108 | 105 | 97
Brc1cc(Br)c2nc3c(cc2c1)CCC3 | 110 | 104 | -17 | 6 | 3 | 89 | 98 | 102
CN(C)c1ccc(/C=C(/NC(=O)c2ccccc2Cl)C(=O)NCCN2CCOCC2)cc1 | 103 | 106 | -6 | 4 | 10 | 91 | 97 | 100
C=C(C)C(=O)N1CC2(CC(c3cccc(NC(=O)c4ccccc4)c3)=NO2)C[C@@H]1C(N)=O (stereo partly drawn) | 98 | 99 | -7 | -10 | -1 | 105 | 96 | 105
CCOC(=O)c1c(C)[nH]c(C(=O)CSc2ccc(Cl)cc2)c1C | 114 | 109 | 4 | -1 | 24 | 105 | 109 | 107
CCCc1cc(=O)n2[nH]c(C)c(-c3ccc(Cl)cc3)c2n1 | 102 | 97 | 0 | 5 | 1 | 95 | 102 | 100
NC(=O)CNC(=O)C1CCCc2c1[nH]c1ccc(Cl)cc21 (stereo not drawn) | 97 | 99 | -1 | 1 | 10 | 101 | 100 | 96
Cc1nnc(NC(=O)CCSc2ccc(Cl)cc2)s1 | 103 | 106 | -1 | 7 | -3 | 95 | 103 | 104
Cc1ccc(S(=O)(=O)N2CCOCC2)cc1NC(=O)CSc1nnc2cc(C)c3ccccc3n12 | 106 | 99 | -4 | -1 | -4 | 96 | 104 | 108
O=C(CCN1C(=O)S/C(=C\c2ccccc2)C1=O)Nc1ccc(O)cc1C(=O)O | 93 | 104 | 7 | 7 | 0 | 91 | 96 | 101
CCOC(=O)c1cccc(C2=CC(=O)C[C@H](c3ccc(OC)c(OC)c3)C2)c1 | 94 | 101 | 5 | 7 | 0 | 124 | 97 | 97
COc1cc(C(=O)OCC(=O)N2CCCC2=O)cc(OC)c1C | 105 | 105 | -7 | 1 | 1 | 107 | 107 | 104
Cc1nc2ccc(F)cc2cc1C(=O)NCc1ccco1 | 89 | 107 | -10 | 0 | 1 | 103 | 103 | 101
CCC1CCCCN1CCCNS(=O)(=O)c1ccc2c(c1)oc(=O)n2C (stereo not drawn) | 102 | 122 | -5 | 6 | 2 | 110 | 104 | 102
CC(=O)Oc1ccc2occ(/C=N/c3cc(=O)[nH]c(=S)[nH]3)c(=O)c2c1 | 86 | 99 | -11 | 12 | 4 | 105 | 94 | 92
O=C(c1ccccc1)c1cc([N+](=O)[O-])ccc1N1CCCC1 | 91 | 106 | 6 | -4 | 5 | 106 | 95 | 104
COC(=O)c1ccc2c(=O)n(CC3CCCO3)c(SCC(=O)Nc3ccc(OC)cc3OC)nc2c1 (stereo not drawn) | 92 | 99 | 9 | -3 | -1 | 103 | 100 | 99
CN(c1ccccc1)S(=O)(=O)c1cccc(NC(=O)CCNC(=O)c2ccccc2)c1 | 96 | 104 | 9 | 5 | 0 | 98 | 106 | 99
Cn1cnnc1SCCC(=O)Nc1ccccc1 | 105 | 106 | -6 | 5 | 0 | 96 | 93 | 98
CC(=O)c1ccc(N(C(=O)c2ccco2)C(C(=O)NC2CCCC2)c2cccs2)cc1 (stereo not drawn) | 97 | 94 | -4 | -4 | 2 | 91 | 99 | 108
COc1ccc(CNC(=O)CSCc2c(F)cccc2Cl)cc1 | 79 | 92 | 7 | -2 | 3 | 100 | 101 | 95
COc1ccc(Cc2nc3ccc(C(=O)NCC4COCCO4)cc3o2)cc1 (stereo not drawn) | 90 | 94 | -4 | -6 | 9 | 89 | 91 | 95
O=C(Cn1nnc(-c2ccc(N3CCOCC3)cc2)n1)OC1CCCCC1 | . | 91 | 2 | -2 | -3 | 98 | 87 | 92
Cc1ccc(C(N)=S)c(C)c1 | 93 | 104 | 12 | 2 | 17 | 95 | 90 | 93
NC(=O)c1ccc(Oc2ccc(Cl)c3ccccc23)c([N+](=O)[O-])c1 | 100 | 105 | 7 | 3 | 24 | 105 | 105 | 109
CN(C)S(=O)(=O)Nc1ccc2c(c1)OCO2 | 114 | 115 | 3 | 1 | 1 | 110 | 128 | 116
O=C(NCc1ccc2c(c1)OCO2)c1cc2ccccc2oc1=O | 96 | 101 | 8 | -8 | 1 | 102 | 100 | 100
CC(=O)c1sc(NC(=O)C(C)Oc2ccc3c(C)cc(=O)oc3c2)nc1C (stereo not drawn) | ? | ? | 7 | 2 | -2 | ? | ? | ?
Cc1ccc(OCc2nnc(NC(=O)OCC(C)C)s2)c(C)c1 | 90 | 94 | 3 | 6 | 1 | 93 | 90 | 92
CCOc1cc(C2NC(=O)c3ccccc3O2)ccc1OC(C)C (stereo not drawn) | 98 | 113 | 8 | 1 | 3 | 114 | 103 | 103
CC(=O)c1c(C)[nH]c(C(=O)N2CCN(c3ccc(F)cc3)CC2)c1C | 98 | 101 | -23 | -4 | 1 | 101 | 92 | .
O=C(O)CC(NC(=O)COc1ccc(Cl)cc1Cl)C(=O)O (stereo not drawn) | 83 | 97 | 4 | 3 | 3 | 86 | 96 | 97
CCOc1ccc(C(C)NC(=O)c2cccs2)cc1OCC (stereo not drawn) | 102 | 87 | 4 | -9 | -2 | 98 | 99 | 93
CS(=O)(=O)N(CC(=O)Nc1ccc(C(N)=O)cc1)C1CCCCC1 | 93 | 111 | 2 | -3 | -4 | 111 | 107 | 95
COc1ccc(NC(=O)c2cccnc2Nc2ccccc2)cc1 | 95 | 104 | 3 | -1 | -2 | 113 | 90 | 98
S=c1[nH]c2ccccc2o1 | 108 | 108 | 1 | 2 | 10 | 90 | 100 | 105
CCOc1ccccc1NC(=O)CSc1nnc(-c2ccccc2Cl)n1Cc1ccco1 | 92 | 97 | -1 | -1 | -2 | 89 | 88 | 90
Cc1ccc(C(=O)NNC(=O)c2cccc(Br)c2)cc1 | 98 | 101 | 6 | -1 | 2 | 99 | 99 | 98
Cc1cccc(N(C)C(=O)c2coc(=O)c3ccccc23)c1 | 90 | 95 | 20 | 5 | 3 | 99 | 98 | 99
Fc1cnc(N/N=C/c2ccc(-c3ccc(Br)cc3)o2)nc1N1CCOCC1 | 89 | 103 | -37 | -86 | 9 | 124 | 99 | 96
COC(CNC(=O)c1c[nH]c2ccc(S(=O)(=O)N3CCC4(CC3)OCCO4)cc2c1=O)OC | 101 | 108 | -16 | -2 | 1 | 105 | 101 | 100
CCCCN(Cc1cc2ccccc2[nH]c1=O)S(C)(=O)=O | 100 | 89 | 2 | 7 | 6 | 90 | 97 | 96
Cc1nn(C)c(Oc2ccc(Cl)cc2)c1C(=O)Nc1ccc(F)cc1F | 93 | 92 | -5 | 2 | 4 | 97 | 93 | 92
N#Cc1ccc(CSc2nnc3[nH]c(=O)cc(N)n23)cc1 | 107 | 99 | -1 | 0 | 0 | 106 | 106 | 99
Cc1ccc(NS(=O)(=O)c2ccc(C(=O)NCc3ccncc3)cc2)cc1 | 98 | 97 | 8 | 0 | 4 | 101 | 98 | 95
Cc1cccc(C)c1OCC(O)CNC(C)c1ccccc1 (stereo not drawn) | 106 | 108 | 4 | 3 | -1 | 92 | 101 | 104
Cc1c(OCC(=O)NCCCN2CCOCC2)ccc2c1oc(=O)c1ccccc12 | 91 | 105 | 0 | 3 | -6 | 119 | 103 | 104

Just AHR activator and proCasp7 act (3 entries from above):
Molecule	AHR activator	proCasp7 act
CCCCN(Cc1cc2ccccc2[nH]c1=O)S(C)(=O)=O	6	2
Cc1nn(C)c(Oc2ccc(Cl)cc2)c1C(=O)Nc1ccc(F)cc1F	4	-5
N#Cc1ccc(CSc2nnc3[nH]c(=O)cc(N)n23)cc1	0	-1

Additional records.
mol | CIT2 TOR yeast | MEP2-GFP yeast | proCasp7 act | proCasp3 act | AHR activator | LAP4-GFP MLPCN | AGP1-GFP MLPCN | RPL19A TOR yeast
Cc1nc(-c2ccc(S(=O)(=O)N3CCN(Cc4ccccc4)CC3)s2)cs1 | 95 | 92 | 6 | -10 | 0 | 103 | 107 | 94
COc1ccc(COCC(O)CN2CCC(C(N)=O)CC2)cc1 (stereo not drawn) | 106 | 103 | 9 | 11 | -1 | 124 | 122 | 99
COc1ccc(-n2c(C)cc(C(=O)CSc3nn4c(=O)c(C(C)(C)C)nnc4s3)c2C)cc1 | 95 | 100 | -6 | -18 | 1 | 99 | 105 | 93
CCNS(=O)(=O)c1ccc(NC(=O)c2ccccc2OCC)cc1 | 100 | 97 | -3 | 2 | -6 | 97 | 97 | 94
Cc1ccc(C(=O)N/N=C\c2ccc([N+](=O)[O-])o2)cn1 | 98 | 87 | -2 | -9 | 5 | 94 | 96 | 91
CCOc1c2ccccc2nn1CCOC | 82 | 96 | -9 | 5 | 6 | 107 | 86 | 109
O=C(CCC1CCN(C(=O)c2cncs2)CC1)Nc1ccccc1 | 102 | 106 | 5 | 8 | 0 | 99 | 102 | 104
O=[N+]([O-])c1ccccc1N/N=C/c1ccccc1 | 100 | 95 | 9 | -6 | 7 | 94 | 98 | 103
Cc1ccc(-n2c(-c3cnccn3)n[nH]c2=S)c(Br)c1 | 99 | 97 | -4 | 0 | 1 | 91 | 94 | 101
O=C(COc1ccccc1Cl)N1CCN(c2ccccn2)CC1 | 93 | 82 | -1 | 2 | 5 | 97 | 98 | 93
Cc1nn(Cc2ccccc2Cl)c(C)c1C(=O)N(C)CC(=O)Nc1cccc(F)c1 | 102 | 103 | 5 | -1 | 2 | 102 | 107 | 99
CC[C@@H](C)[C@@H]1CN([C@@H](CN2CCC[C@H]2CN2C(N)=NC[C@H]2C(C)C)C(C)C)C(=N)N1CCCC1CCCC1 | 88 | 95 | 2 | 5 | 1 | 89 | 90 | 90
CCC1CCCCN1C(=O)COc1cccc2c1CCN(C)C2=O (stereo not drawn) | 103 | 97 | 2 | -1 | 2 | 97 | 102 | 104
CCOc1ccc(C(=O)c2ccccc2C(=O)O)cc1OCC | 100 | 96 | 10 | -7 | 0 | 122 | 107 | 96
Cc1ccc(S(=O)(=O)N2CCC(C(=O)NCCCN3CCOCC3)CC2)cc1C | 108 | 107 | 7 | 11 | -1 | 112 | 113 | 109
CCC(=O)c1ccc(N2CCN(C(=O)c3cccc(F)c3)CC2)c(F)c1 | 94 | 104 | -3 | -3 | 3 | 107 | 99 | 100
COc1ccc(Nc2nc3ccccc3n3cnnc23)cc1 | 92 | 90 | 16 | 7 | 72* | 81 | 72 | 85
